From PubChem BioAssay
RORg inh: blocks mouse ROR gamma transcriptional activity. P51450. AID 2551. Potency, µM (titrated, usually from 53.6 µM), without a hit: at the top dose activity change, negative = inhibition, most hits filed as inhibitors. hit rate 5.4% among 310,000. Drosophila S2 Gal4-RORgamma UAS-luciferase reporter, 20 h; further: on the % scale 0 is the no-effect control and ±100 the full control effect; nearly all actives have a fitted effect of over 60% in size
Target sequence (P51450 whole entry, looked up, the tested form may be a part): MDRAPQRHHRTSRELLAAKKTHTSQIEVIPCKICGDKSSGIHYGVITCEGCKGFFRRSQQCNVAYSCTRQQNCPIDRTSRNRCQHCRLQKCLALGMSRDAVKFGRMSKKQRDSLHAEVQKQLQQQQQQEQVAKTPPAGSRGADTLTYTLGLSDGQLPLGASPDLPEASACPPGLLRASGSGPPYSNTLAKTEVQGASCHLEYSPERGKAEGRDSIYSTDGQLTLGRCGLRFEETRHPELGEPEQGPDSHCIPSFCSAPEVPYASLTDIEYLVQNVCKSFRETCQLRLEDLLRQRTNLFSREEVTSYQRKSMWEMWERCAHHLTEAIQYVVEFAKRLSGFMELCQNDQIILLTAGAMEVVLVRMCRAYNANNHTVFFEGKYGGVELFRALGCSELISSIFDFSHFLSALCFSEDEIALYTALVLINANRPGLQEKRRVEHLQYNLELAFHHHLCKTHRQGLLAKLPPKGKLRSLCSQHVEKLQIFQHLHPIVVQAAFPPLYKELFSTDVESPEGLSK
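Stable Schneider cell line, Gal4 DNA-binding domain fused to ROR gamma, UAS-luciferase. Cmpd 1 hr RT → CuSO4 700 uM final → 20 hr RT → luciferase reagent 10 min → luminescence.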
FLuc counter: firefly luciferase modulation, counter-screen for miR-21 project; P08659; purified FLuc, Km substrates, luminescence inhibition; Potency, µM (series often up to 57.5 µM), without a hit: at the top dose activity change, negative = inhibition, actives largely listed as inhibitors; hit rate 6.9% among 360,000; AID 588342;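 further: plate controls were vehicle for no effect and reference inhibitor for full effect; nearly all actives have a fitted effect of over 55% in size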
Target sequence (P08659 whole entry, looked up): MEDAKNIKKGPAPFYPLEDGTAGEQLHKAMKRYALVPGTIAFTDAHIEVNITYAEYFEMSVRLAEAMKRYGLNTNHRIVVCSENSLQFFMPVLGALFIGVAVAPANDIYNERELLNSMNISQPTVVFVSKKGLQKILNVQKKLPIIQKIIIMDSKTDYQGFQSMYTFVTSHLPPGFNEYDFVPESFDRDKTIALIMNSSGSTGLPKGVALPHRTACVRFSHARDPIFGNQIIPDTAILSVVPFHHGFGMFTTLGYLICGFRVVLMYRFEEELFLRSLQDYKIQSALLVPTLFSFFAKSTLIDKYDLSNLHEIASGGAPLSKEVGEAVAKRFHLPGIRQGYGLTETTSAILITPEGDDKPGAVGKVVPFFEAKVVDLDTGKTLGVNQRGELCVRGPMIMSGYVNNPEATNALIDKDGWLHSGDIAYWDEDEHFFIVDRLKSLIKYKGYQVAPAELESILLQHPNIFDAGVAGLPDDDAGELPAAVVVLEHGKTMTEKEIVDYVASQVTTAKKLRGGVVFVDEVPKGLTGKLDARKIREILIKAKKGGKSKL
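Biochemical qHTS of compounds, final roughly 60 µM downward over six points, against 10 nM purified firefly luciferase using Km concentrations of substrates (10 uM D-luciferin, 10 uM ATP) in Tris acetate pH 7.5 buffer; luminescence output.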
VP16 counter: counter-screen for ROR gamma inhibitors: Gal4-VP16 reporter; Drosophila S2 Gal4-VP16 UAS-luciferase, luminescence, 20 h; Potency, µM (series often up to 53.6 µM), for the others: at the top dose activity, negative = inhibition, usual class: inhibitors; hit rate 3.5% among 310,000;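 further: Gal4-VP16 expression switched on by copper sulfate through the metallothionein promoter; on the % scale 0 is the no-effect control and ±100 the full control effect; nearly all actives have a fitted effect of over 50% in size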
NPC1 promoter act: activates the NPC1 promoter; Huh7 NPC1 promoter luciferase reporter, 24 h; Potency, µM (highest dose often 9.22 µM), for inactives: top-dose activation, usual class: activators; hit rate 2.4% among 320,000; AID 485313;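 further: % of control where 0% means no effect; nearly all actives have a fitted effect of over 60% in size; reporter is driven by a mutant NPC1 promoter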
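Luminescence from an NPC1 promoter-driven luciferase reporter in stably transfected Huh7 cells was measured after 24 h compound treatment at 37 °C, followed by 10 min ambient incubation with luciferase detection reagent.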
MBNL1-CUG inh: MBNL1-poly(CUG) RNA binding inhibition | TR-FRET MBNL1-His/biotin-(CUG)12 binding, 665/545 ratio | Potency, µM (doses to about 57.5 µM), for inactives: at the highest dose activity change, negative = inhibition, usual class: inhibitors | hit rate 0.036% among 280,000 | AID 2675; active means well fitted inhibition curve with a large enough effect in the signal ratio, with a control signal flat, not every such curve was filed as active; inconclusive means small, poorly fitted or top-dose-only effect, or effect the other way, or a change in a side signal; inactive means no such curve, though single readings can be large or run the other way; the % refers to the signal ratio; further: on the % scale 0 is the no-effect control and ±100 the full control effect
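Compound titration spanned 92 nM–58 uM against the MBNL1-His/biotin-(CUG)12 complex. After 60 min at room temperature with 5 nM streptavidin-XL665 and 0.055 ng/ul terbium anti-His, ratiometric 665/545 nm emission (Ex 340 nm) normalized to controls.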
uPA surface inh: blocks generation of uPA at the cell surface. cell surface uPA generation assay, qHTS. Potency, µM (doses to about 38.3 µM), inactives show top-dose activity change, negative = inhibition, actives largely listed as inhibitors. hit rate 0.31% among 330,000; active means well fitted inhibition curve with a large enough effect; inconclusive means small, poorly fitted or top-dose-only effect; inactive means no such curve, though single readings can be large or run the other way; tested in mouse RAW 264.7 cells; further: on the % scale 0 is the no-effect control and ±100 the full control effect; nearly all actives have a fitted effect of over 55% in size
BRCA1 expr up: BRCA1 expression activation; MCF7-BRCA1-FFLuc reporter, luminescence, 48 h; response scale: scaled: vehicle 0%, 10 µM genistein 100%; Potency, µM (titrated, usually from 46.1 µM), for the others: at the top dose activation, actives largely listed as activators; hit rate 1.1% among 380,000; further: nearly all actives have a fitted effect of over 80% in size; some results filed as inactive show a strong effect at the top dose
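Reporter cells (MCF7, BRCA1 promoter-firefly luciferase) received library compounds across a concentration series for 48 h. End-point luminescence was measured and concentration-effect curves derived after normalization.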
Rab9 prom act: activates the Rab9 promoter. Huh7 Rab9 promoter-luciferase reporter, luminescence, 24 h. Potency, µM (highest dose often 9.22 µM), inactives show top-dose activation, negative = inhibition, hits mostly activators. hit rate 2.8% among 320,000. AID 485297; further: % of control where 0% means no effect; nearly all actives have a fitted effect of over 60% in size
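Cell-based reporter: Huh7 stable for Rab9 promoter-driven luciferase, plated in reduced-serum medium with 10% FBS at 1500 cells/well, compound-treated 24 h at 37 °C, luminescence read after 10 min reagent.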
ELG1 genotoxic: induces genotoxicity in HEK293T cells with luciferase-tagged ELG1 | AID 504466 | Potency, µM (titrated, usually from 46 µM), for inactives: top-dose activity change, positive = activation, hits mostly activators | hit rate 1.3% among 330,000 | HEK293T ELG1-luciferase reporter, luminescence, 16 h; further: % of control where 0% means no effect; nearly all actives have a fitted effect of over 60% in size
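16 hr compound incubation (37 °C, 5% CO2) of HEK293T cells carrying luciferase-tagged ELG1; luciferase then measured by ONE-Glo luminescence after 30 min at RT.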
p53 reactivation: mutant p53 re-activation in reporter cells; H1299 p53-A138V BP100-luciferase reporter, luminescence, 24 h; Potency, µM (highest dose often 92.2 µM), for the others: top-dose activity change, positive = activation, most hits filed as activators; hit rate 0.063% among 320,000; AID 504706; further: % of control where 0% means no effect; nearly all actives have a fitted effect of over 45% in size
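H1299 (p53-null), stable ts p53-A138V + BP100-Luc; 1000 cells/well, Opti-MEM/10% FBS; cpd 4 pt, 1:5; 24 h, 37 deg C, 5% CO2; detection reagent 10 min RT; luminescence.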
Starred values were filed as active, the others as inactive; ? = inconclusive; · = not tested or not shown; & = joins results of further samples; [ ] = dose if it differs, or a comment. Unless noted, the call rests on the fitted dose curve; in most records, active means well fitted curve in the direction sought with a large enough effect; inconclusive means small, poorly fitted or top-dose-only effect, or another doubt; inactive means no such curve, though single readings can be large; an effect the other way counts as inactive or inconclusive. Potency means the concentration at half of the fitted maximal effect.

smiles | FLuc counter | VP16 counter | p53 reactivation | BRCA1 expr up | RORg inh | Rab9 prom act | uPA surface inh | MBNL1-CUG inh | NPC1 promoter act | ELG1 genotoxic
CCC1(C)Cc2sc3c(=O)[nH]c(=S)[nH]c3c2CO1 (stereo unspecified) | ? | 0% | -1% | 34% | -3% | -1% | -2% | 3% | 0% | 4%
O=C1N/C(=C/c2cccn2-c2ccc(F)cc2)C(=O)N1Cc1ccccc1F | 4% | -9% | -3% | -10% | 2% | 1% | 2% | 3% | -3% | 3%
O=C(C1CC2CCC1C2)N1CCN(Cc2ccc3c(c2)OCO3)CC1 (stereo unspecified) | -1% | 5% | 10% | -3% | -50% | -6% | 2% | 1% | -1% | -6%
O=C(N/N=C/c1cccnc1)c1ccco1 | -15% | ? | 0% | -2% | 5% | 8% | 4% | 14% | 11% | 1%
CC(CCc1ccco1)NC(=O)CCc1nnc2ccc(NCc3ccccc3)nn12 (stereo unspecified) | 0% | 1% | -3% | -27% | 14% | -6% | -11% | 0% | -4% | 7%
COc1cc(OC)cc(C2C(C#N)=C(N)Oc3n[nH]c(-c4cccnc4)c32)c1 (stereo unspecified) | 0% | -4% | 3% | 1% | 1% | -5% | -3% | 13% | -1% | 1%
Oc1ccccc1C=Nc1ccccc1-c1nc2ccccc2[nH]1 | ? | ? | ? | 48% | 31% | ? | -9% | 5% | ? | ?
Cc1ccc(S(=O)(=O)N(C)/N=C2/C(=O)N(CC(=O)O)c3ccccc32)cc1 | 0% | -4% | 1% | 2% | 1% | 3% | 2% | 31% | -1% | -1%
CCN(CC(=O)Nc1c(F)cccc1F)C(=O)C1CC(=O)N(CCc2ccccc2)C1 (stereo unspecified) | 2% | · | 2% | 0% | · | -1% | 1% | · | -1% | 15%
CC1(C(=O)NC2CCCC2)CCC(=O)N1Cc1cccs1 (stereo unspecified) | 2% | -2% | 0% | -2% | -1% | -3% | 4% | -8% | 2% | 0%
Cc1ccccc1CN(C)C(=O)c1ccc2ccccc2n1 | 0% | -1% | -3% | 0% | 4% | -2% | 0% | 2% | -1% | -3%
C=CCn1c(O)c(N=NC(=S)Nc2ccc(OC)cc2)c2ccccc21 | 4% | 4µM* | 3% | -64% | 3.2µM* | -7% | -6% | ? | -9% | 1%
COc1ccc(S(=O)(=O)N2CCCCC2)cc1NC(=O)COc1ccccc1 | -3% | · | 2% | -16% | · | -3% | -1% | · | 0% | -14%
O=C(NCC1CCCO1)c1cn(Cc2ccccc2)nc1-c1ccccc1 (stereo unspecified) | 1% | · | 4% | -1% | · | -7% | -1% | · | -3% | -1%
COc1cc(C(=O)NCCc2ccc3c(c2)OCCO3)ccc1OCC(=O)N1CCOCC1 | ? | -9% | -1% | 4% | 16% | 0% | 0% | -8% | -1% | 0%
CC1CCCC(C)N1/N=C/c1ccc(Cl)cc1 (stereo unspecified) | -7% | -3% | 1% | -19% | 4% | -3% | -1% | 1% | 1% | 4%
O=C(COc1cccc2cccnc12)NCC(F)(F)F | 7% | 2% | 3% | -32% | -12% | 0% | 9% | 7% | -1% | 2%
O=C(Cc1ccc(F)cc1)Nc1nnc(SCC(=O)N2CCCCC2)s1 | 0% | 16% | 4% | -3% | -22% | -8% | 6% | -13% | -4% | 0%
O=C(O)/C=C/c1cccc2c1OCCO2 | -2% | -1% | 1% | -1% | 5% | 1% | 6% | 4% | -5% | -2%
CN(C)c1nc(NCc2ccccc2)nc(SCC(N)=O)n1 | 5% | -1% | -11% | -17% | 20% | 1% | -5% | -15% | 1% | -4%
COc1cc(/C=C/C(=O)OCC(=O)NCCCc2ccccc2)cc(OC)c1OC | · | · | -3% | 2% | · | · | 2% | · | · | -3%
CN(CC(=O)Nc1cccc(F)c1)C(=O)c1ccc(N2C(=O)c3ccccc3C2=O)cc1 | 3% | · | 0% | 0% | · | 0% | 0% | · | -3% | 5%
CC(C)(O)C#Cc1ccc(CN2CCN(CCc3ccccc3)C(CCO)C2)s1 (stereo unspecified) | 4% | -9% | -2% | -17% | 6% | -1% | 2% | -5% | -3% | -4%
COC(=O)Cn1c(=O)c(C)nc2ccccc21 | 0% | 7% | 0% | -14% | -31% | -3% | 1% | · | -5% | 4%
O=C(Nc1ccccc1C(=O)OC1CCOC1=O)c1ccco1 (stereo unspecified) | 3% | 3% | 1% | -14% | 5% | -2% | 0% | -7% | -3% | -2%
CCN(CC)S(=O)(=O)c1ccc(NC(=O)COC(=O)c2cc(S(=O)(=O)Nc3ccc(OC)cc3)ccc2O)cc1 | ? | ? | -5% | 3% | ? | 13% | -4% | -2% | -1% | -6%
COc1ccnc(Oc2ccccc2)n1 | 2% | 4% | 6% | 27% | -12% | -4% | -3% | -6% | -5% | -2%
CCOc1ccc(S(=O)(=O)N(CC)CC(=O)NCc2ccncc2)cc1 | -1% | 11% | 1% | 0% | -25% | 6% | 0% | -5% | -2% | -10%
CC(=O)Nc1ccc(S(=O)(=O)N(C)CC(=O)Nc2ccc(F)c(F)c2F)cc1 | · | · | -4% | -16% | · | -5% | -6% | · | 2% | 1%
CCCCc1ccc(NC(=O)CSC2=NN3CCCC(=O)N=C3S2)cc1 | ? | -12% | 4% | -28% | 40% | -3% | 1% | 3% | -3% | 7%

Next part.
smiles | FLuc counter | VP16 counter | p53 reactivation | BRCA1 expr up | RORg inh | Rab9 prom act | uPA surface inh | MBNL1-CUG inh | NPC1 promoter act | ELG1 genotoxic
Cc1cc2oc(=O)cc(-c3ccccc3)c2c(C)c1-c1ccc(F)c(Cl)c1 | · | 4% | 0% | 15% | -1% | · | 13% | · | · | 3%
O=C(c1csc2c1CCCCC2)N1CCN(c2ncccn2)CC1 | 4% | 0% | -5% | -13% | 0% | 8% | 3% | 0% | -1% | 0%
C=CCNC(=O)CC(=O)N/N=C/c1cccc(C)c1 | -5% | -14% | 11% | 13% | -11% | 0% | -1% | 2% | -2% | 1%
O=C(CSc1oc(-c2ccccc2)nc1S(=O)(=O)c1ccccc1)NCC1CCCO1 (stereo unspecified) | 3% | -9% | 1% | 2% | ? | -3% | -2% | -4% | 0% | -12%
CC(=O)Nc1ccc(NC(=O)c2c(-c3ccccc3Cl)noc2C)c(C)c1 | -2% | -2% | 10% | 22% | 6% | 4% | 1% | -2% | -6% | -5%
COCCSc1ccccc1C(=O)Nc1ccc(Cl)cc1 | -3% | -12% | 1% | 8% | -11% | -3% | -23% | -3% | -11% | -4%
CCCCCCC#Cc1cncc(C(=O)NNC(=O)Nc2cc(Cl)cc(Cl)c2)c1 | 2% | 2% | 12% | -28% | 10% | -8% | -6% | · | -8% | -8%
COc1ccc(-n2c(Cc3cccn3C)nnc2SCC(=O)Nc2cc(Cl)ccc2OC)cc1 | 0% | -25% | -9% | 0% | ? | -2% | -4% | -4% | -5% | -3%
CC(C)(C)c1csc(NC(=O)CCc2ccccc2)n1 | ? | 2% | 32µM* | 0% | -7%[1.91 µM] | 23% | 2% | -3% | 18% | 13%
c1ccc(-c2ncnc3nc4n(c23)CCC4)cc1 | 1% | -4% | · | 4% | -1% | · | -7% | -9% | · | ·
CCOc1cc(/C=C2\N=C(SC)SC2=O)cc([N+](=O)[O-])c1OC(C)=O | 0% | -15% | 3% | 0% | -7% | -7% | -1% | ? | 4% | -5%
O=C1NCCC/C1=N/Nc1cc(F)ccc1F | 19µM* | 18% | 13% | ? | 6% | ? | 2% | 5% | ? | ?
COc1ccccc1CNC(=O)C(=O)NCC1OCCCN1S(=O)(=O)c1ccc(F)cc1C (stereo unspecified) | 6% | 6% | 5% | -24% | -3% | -1% | -5% | -4% | 1% | -7%
Cc1ccc2c(c1)Cc1nc3ccccc3nc1-2 | 1.1µM* | 14µM* | ? | -51% | 10µM* | ? | -16% | ? | 4% | -2%
COc1ccc(CCNC(=O)CSc2nc3ccsc3c(=O)n2CC2CCC(C(=O)O)CC2)cc1OC (stereo unspecified) | 0% | 6% | -1% | 11% | 8% | 17% | 2% | -9% | 3% | 0%
CN(C(=O)C1CCOC1)c1nnc(-c2cccnc2)s1 (stereo unspecified) | 3% | 4% | ? | -3% | 15% | -2% | 4% | -7% | 3% | 17%
COc1ccc2c(c1OC)C(=O)O[C@@H]2[C@H]1c2c(cc3c(c2OC)OCO3)CCN1C | 6% | -4%&1%&-4% | -3% | -9% | -2%&26%&10% | -30%[inhibitor][46.1 µM] | ? | 6% | -20%[46.1 µM] | 2%
CCCn1c(SC/C(O)=C(\C#N)c2nc3ccccc3[nH]2)n[nH]c1=O | -17% | -29% | 11% | -30% | 2% | 2% | 3% | -6% | 0% | 7%
CC1CCCCN1C(=O)COc1ccc(S(=O)(=O)N2CCCC2)cc1[N+](=O)[O-] (stereo unspecified) | 7% | · | -4% | -20% | · | -6% | ? | · | -1% | 1%
CCOC(=O)c1[nH]c2ccc(Br)cc2c1NC(=O)CCN1CCCC(C)(C)C1 | -11% | -23% | -12% | -59% | 34% | -2% | -5% | -12%[11.5 µM] | 0% | -4%
